Screening data from PubChem.
Arrestin-AP2 inh = inhibitors of beta-arrestin/AP2 binding, primary screen, biochemical, GPCR trafficking, flow cytometry. beta-arrestin 1 C-terminal peptide binding to AP2 beta2-adaptin appendage (human). FITC-arrestin peptide / GST-AP2 beads; AP2 beta2 appendage carries R879A mutation. inhibition, % at 10 µM. hit rate 0.31% among 340,000. AID 504490, 2011;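 active means inhibition above a set limit, near 3 SD of compounds lacking own fluorescence, cut at about 54% in these data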;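 further: plate controls were DMSO wells for no effect and 5 µM unlabelled arrestin peptide for full effect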
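Material – GST-tagged AP2 beta2-adaptin appendage (R879A) on 4 µm glutathione beads · Probe or stimulus – fluorescein-tagged arrestin peptide at 50 nM final · Timing – 12 min plus 1 h, RT · Detection – bead flow cytometry, FITC channel · Read-out basis – inhibition as reduced fluorescein signal on beads, percent · Medium – PBS plus Tween 20 (0.05%) and BSA (0.1%)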
PKA-R2B act = activators of PKA-R2B holoenzyme, primary screen, biochemical, fluorescence polarization, Cy5-IP20, human | hit rate 0.079% among 340,000 | activation, % at 11.4 µM | AID 504700, 2011 | cAMP-dependent protein kinase catalytic subunit beta (Homo sapiens) + cAMP-dependent … | PKA-R2B holoenzyme dissociation; R2B truncated from residue 108, S112A mutant; 0% DMSO only, 100% 113 µM cGMP;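 active means activation above a cutoff set at the mean over all compounds plus 3 SD, cut at about 18% in these data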;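 further: higher means more holoenzyme dissociation and a rise in polarization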
PKA-R1A activ = activators of PKA-R1A holoenzyme, primary screen, biochemical, fluorescence polarization, Cy5-IP20, bovine R1A, mouse PKAc; cAMP-dependent protein kinase type I-alpha regulatory subunit (Bos taurus) + …; PKA-R1A dissociation; scaled: DMSO 0%, 113 µM cGMP 100%; activation, % at 11.4 µM; hit rate 0.083% among 340,000;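 active means percent activation above the mean of all tested compounds plus 3 SD, cut at about 19% in these data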;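 further: higher means more PKAc released from R1A so a rise in polarization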
DAGLB inh = DAGLB lipase inhibitors, primary screen, biochemical, fluorescence, HTS | Diacylglycerol lipase-beta (Homo sapiens), Q8NCG7 | HEK293T DAGLB membrane lysate, EnzChek fluorogenic substrate | inhibition, % at 5.17 µM | hit rate 0.059% among 340,000 | AID 504411, 2011; in the data active means inhibition above about 34%;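 further: 0% = enzyme with vehicle and 100% = wells lacking enzyme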
OPRM1-OPRD1 ag = agonists of OPRM1-OPRD1 heterodimerization, primary screen, cell-based, luminescence | Mu-type opioid receptor (Homo sapiens) + Delta-type opioid receptor (Homo sapiens), … | cells | activation, % at 9.3 µM | hit rate 0.3% among 340,000; in the data active means activation above about 18%;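 further: 0% = vehicle-treated cells and 100% = reference agonist; values of inactives mirror those of a sister screen read the other way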
Target sequence (P35372 whole entry, looked up): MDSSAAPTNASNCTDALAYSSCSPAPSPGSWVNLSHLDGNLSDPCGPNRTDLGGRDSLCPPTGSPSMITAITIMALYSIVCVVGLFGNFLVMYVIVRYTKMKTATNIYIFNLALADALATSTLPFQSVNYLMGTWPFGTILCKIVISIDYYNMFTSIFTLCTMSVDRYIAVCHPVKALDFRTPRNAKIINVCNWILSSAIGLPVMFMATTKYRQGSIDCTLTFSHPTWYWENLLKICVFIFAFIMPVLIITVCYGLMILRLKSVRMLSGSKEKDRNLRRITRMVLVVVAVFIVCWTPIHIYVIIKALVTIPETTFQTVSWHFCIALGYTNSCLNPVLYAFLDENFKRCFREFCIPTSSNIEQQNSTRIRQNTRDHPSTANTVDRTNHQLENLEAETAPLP
Target sequence (P41143 whole entry, looked up): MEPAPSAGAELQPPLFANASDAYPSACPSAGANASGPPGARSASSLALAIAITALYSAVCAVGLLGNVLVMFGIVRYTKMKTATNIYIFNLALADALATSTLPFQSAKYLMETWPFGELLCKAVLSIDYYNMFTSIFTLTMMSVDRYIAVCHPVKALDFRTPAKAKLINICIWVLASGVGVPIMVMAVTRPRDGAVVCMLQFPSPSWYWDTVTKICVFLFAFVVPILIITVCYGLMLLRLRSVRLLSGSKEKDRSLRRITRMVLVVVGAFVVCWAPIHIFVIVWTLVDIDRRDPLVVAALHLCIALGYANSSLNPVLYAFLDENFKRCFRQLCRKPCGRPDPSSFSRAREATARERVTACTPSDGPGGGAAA
HTR5A ag ctr = HTR5A agonists in luminescence cell assay, primary screen, counter-screen for OPRM1-OPRD1 heterodimer agonist project, full-deck HTS; 5-hydroxytryptamine receptor 5A (Homo sapiens), P47898; cell-based; activation, % at 9.3 µM; hit rate 0.61% among 340,000; in the data active means activation mostly above about 9.5%, no sharp cut-off; inactive means mostly below about 7.6%;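 further: 0% = cells with vehicle only and 100% = reference agonist; strong numbers were not always called active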
V-ATPase pHluor = regulators of yeast V-ATPase proton pumping, primary screen, pHLuorin cytosolic pH fluorescence; S. cerevisiae; response, % at 10 µM; hit rate 0.37% among 350,000; AID 504577, 2011; in the data active means response mostly above about 7.3%, no sharp cut-off; inactive means mostly below about 5.4%; further: actives read high; inactives centre near 0; some compounds called inactive have numbers as strong as hits; reference of the scale not given here
HTR5A inv ctr = HTR5A inverse agonists in luminescence cell assay, primary screen, counter-screen for OPRM1-OPRD1 heterodimer inverse agonist project, full-deck HTS; 5-hydroxytryptamine receptor 5A (Homo sapiens), P47898; HTR5A cell line, inverse agonism; inhibition, % at 9.3 µM; hit rate 0.083% among 340,000; in the data active means inhibition mostly above about 23%, no sharp cut-off; inactive means mostly below about 18%;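 further: 0% = cells with DMSO and 100% = no-cell wells with DMSO; some compounds called inactive have numbers as strong as hits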
MOR-DOR inv ag = inverse agonists of MOR-DOR heterodimerization, primary screen, cell-based, luminescence | Mu-type opioid receptor (Homo sapiens) + Delta-type opioid receptor (Homo sapiens), … | cell-based MOR-DOR heterodimer luminescence, inverse agonism | inhibition, % at 9.3 µM | hit rate 0.21% among 340,000 | AID 504357, 2011; in the data active means inhibition above about 22%, passing the limit was not always enough;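 further: 0% = cells with DMSO and 100% = wells without cells with DMSO; values of inactives mirror those of a sister screen read the other way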
Pemphigus Ab inh = inhibitors of pemphigus antibody binding to DSG3, primary screen, biochemical, bead-based, flow cytometry, scFv-GFP. hit rate 0.48% among 310,000. AID 588358, 2011. binding (percent of control), % at 10 µM. Desmoglein-3 (Homo sapiens), P32926. DSG3-coupled beads, scFv-anti-DSG3-GFP binding; active compounds read low;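 active means binding more than 3 SD below its plate's average and above zero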;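 further: hits lower antibody fragment binding to DSG3; some compounds called inactive have numbers as strong as hits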
* hit, by the source's call; x = no result given.

SMILES	Arrestin-AP2 inh	PKA-R2B act	PKA-R1A activ	DAGLB inh	OPRM1-OPRD1 ag	HTR5A ag ctr	V-ATPase pHluor	HTR5A inv ctr	MOR-DOR inv ag	Pemphigus Ab inh
O=C(COc1c(Br)cc(Br)c2cccnc12)Nc1ccccc1F	25	-2	-2	-3	1.5	-3	-2	24	-7	93
O=C(Nc1ccc(S(=O)(=O)N2CCCC2)cc1)c1ccc(OCC2CCCO2)cc1 (configuration not stated)	-14	-12	4	-2	0.0	-1	0	-50	0	106
COc1ccccc1CNS(=O)(=O)c1ccc2c(c1)CC(C)N2C(=O)C1CC1 (configuration not stated)	2	2	5	-2	0.0	1	-4	-3	0	103
Cc1ccc(O)c(C=Nc2ccc3[nH]ncc3c2)c1	-11	-10	1	-2	-1.1	5	2	8	6	125
COC(=O)c1cc(OCC(=O)Nc2ccc3c(c2)CCC3)cc(C(=O)OC)c1	-10	4	12	-4	1.5	5	3	-12	-6	105
COc1ccc(/C=C2\SC(=S)N(CCC(=O)N3CCOCC3)C2=O)cc1OC	x	9	2	-1	x	x	x	x	x	102
Cc1ccc(C(=O)NNC(=O)c2ccc(S(=O)(=O)N3CCOCC3)cc2)cc1	-1	-2	0	-3	-1.8	5	1	-15	10	106
COc1cc(OC)c(NC(=O)C(=O)CC(=O)c2ccc(C)cc2C)cc1Cl	-1	-14	-7	5	-2.4	2	-4	-7	12	100
CCOc1ccc(-c2csc(NC(=O)c3ccc(S(=O)(=O)N4CCc5ccccc5C4)cc3)n2)cc1	1	-7	-10	-1	-2.3	0	2	1	14	95
CCN(Cc1ccccc1)C(=O)Cn1c(=O)n(-c2ccc(OC)cc2OC)c(=O)c2c(C)c(C)sc21	-8	0	0	-1	-2.0	-1	-1	0	10	90
Nc1nc2c(C(=O)N3CCOCC3)nnn2c2ccccc12	8	5	14	-7	1.6	2	4	-36	-8	x
O=C(Cc1ccccc1[N+](=O)[O-])N1CCN(S(=O)(=O)c2ccccc2)CC1	-4	-3	8	-1	-1.6	5	-1	0	8	108
Cc1ccc2nc3c(cc2c1)c(NC(=O)c1ccco1)nn3CC(C)C	-6	10	-9	-2	0.0	2	-3	-17	0	110
CC1(C)CC(=O)C=C(c2ccc(-c3ccc4[nH]ccc4c3)cc2)C1=O	x	0	-21	-1	x	x	-2	x	x	98
Cc1ccc2c(c1)N(C(=O)CCC(=O)N1CCC(C(N)=O)CC1)CC(C)O2 (configuration not stated)	5	2	-14	-1	-1.1	0	3	-1	7	100
CN(c1ccccc1)S(=O)(=O)c1ccc(C(=O)NCc2ccccn2)cc1	0	1	4	0	0.3	6	2	-15	-2	101
Cc1onc(-c2c(F)cccc2Cl)c1C(=O)NCc1ccccn1	23	-1	-2	-2	-2.8	7	2	-19	17	90
C=CCn1c(N)c(C(=O)N2CCOCC2)sc1=S	19	1	12	0	0.6	3	3	17	-3	97
Cc1ccccc1CNC(=O)CN1C(=O)c2ccccc2S1(=O)=O	4	-5	-4	-1	1.2	-2	-2	-5	-10	128
CCCCN(CC)CCNC(=O)c1[nH]c(C)c(C(C)=O)c1C	41	-3	5	5	-0.8	-1	4	2	5	99
C(=N\c1c(-c2ccccc2)nc2n1CCS2)/c1ccccc1	24	-7	-5	1	-1.0	-5	-3	-14	6	103
CC(=O)Nc1ccc(S(=O)(=O)Nc2nc3ccccc3nc2Nc2ccccc2)cc1	5	-9	5	5	-0.9	5	4	-13	5	98
COc1ccc(C2C(C(C)=O)=C(O)C(=O)N2c2cccnc2)c(OC)c1 (configuration not stated)	10	-3	6	-4	-2.1	-6	-3	10	10	98
Cc1cccc(C)c1NC(=O)Cn1c(CN2CCCCC2)nc2ccccc2c1=O	4	2	1	1	-1.5	3	-1	-9	8	108
c1ccc(-n2nnnc2-c2cccc3ccccc23)cc1	-3	-1	-5	0	0.0	-1	-3	2	0	98
Next section:
SMILES	Arrestin-AP2 inh	PKA-R2B act	PKA-R1A activ	DAGLB inh	OPRM1-OPRD1 ag	HTR5A ag ctr	V-ATPase pHluor	HTR5A inv ctr	MOR-DOR inv ag	Pemphigus Ab inh
COc1cc(NC(=S)NCCCN2CCOCC2)cc(OC)c1OC	-5	2	4	0	-0.8	-1	7	6	4	80
COc1ccc(F)cc1C1=CC(=O)C[C@H](c2ccc3c(c2)OCO3)C1	17	-8	-2	-7	-1.0	-3	6	12	5	98
C[C@H](NC(=O)c1nc[nH]c1C(=O)N[C@@H](Cc1ccccc1)C(=O)OCc1ccccc1)c1ccccc1	3	6	8	0	1.9	4	-2	-11	-11	99
CC(OC(=O)c1nn(C(C)C)c(=O)c2ccccc12)C(=O)Nc1ncc(Cl)cc1Cl (configuration not stated)	61*	-6	-2	-2	-2.2	-4	1	-12	12	121
CCCCOc1ccc(C(=O)NCC(=O)NCc2ccncc2)cc1	-12	3	-9	0	0.6	-1	0	2	-3	118
O=C(CCn1cnc2ccccc2c1=O)Nc1nc2c(s1)CCCC2	-7	-5	-7	4	-1.7	-3	5	5	10	100
CCNS(=O)(=O)c1cccc(C(=O)c2c(C)cc3ccccn23)c1	-3	-12	-1	0	0.1	4	4	1	-1	105
COc1ccccc1N(CN1CCCC1=O)C(=O)COc1ccccc1	23	11	0	-1	-4.3	5	-4	-13	20	100
O=[N+]([O-])c1cccc(C(=S)N2CCN(c3ccccc3F)CC2)c1	6	-2	-11	-5	-0.1	-3	3	8	0	96
CCc1ccc2c(c1)C(O)(CC(=O)c1cccs1)C(=O)N2 (configuration not stated)	2	-7	-10	0	-0.9	0	-1	-1	4	120
O=C(OCn1nnc2ccccc2c1=O)c1cc(-c2ccccc2Cl)nc2ccccc12	2	7	-4	0	0.1	-1	-2	3	-1	94
O=C(NC(=S)N1CC=CCC1)c1ccccc1	x	-7	-5	-2	x	x	1	x	x	105
COc1cc(C(=O)NCc2nnc(SCC(=O)c3ccccc3)o2)cc(OC)c1OC	7	3	-9	0	-2.2	1	0	12	12	x
COc1ccc(NS(=O)(=O)c2ccc(NC(=O)c3ccc(N(C)S(C)(=O)=O)cc3)cc2)cc1	7	-9	9	-2	-0.4	11	1	-9	2	108
O=c1c(-c2ccccc2)coc2c(CN3CCOCC3)c(O)ccc12	-4	-8	-8	3	-1.8	-1	0	4	9	99
Cc1cc(C)nc(NC(=O)c2ccc([N+](=O)[O-])o2)n1	1	-2	-6	0	2.7	2	-2	-5	-16	91
Cc1ccc(S(=O)(=O)NCC(=O)NC2CCCC2)cc1	2	1	4	4	-0.3	2	0	-15	2	103
CCN(CC)CCN(Cc1cc2cc3c(cc2[nH]c1=O)OCO3)C(=S)NCCOC	-2	4	-2	-1	-1.9	5	4	-20	9	97
COc1ccc(C=CC(=O)c2ccc3cc(OC)c(OC)cc3c2)cc1OC	x	1	-3	1	x	x	-5	x	x	103
CCN(CC)CCCNC(=O)c1cc(Nc2ccc(OC)cc2OC)nc2ccccc12	2	-6	-6	1	0.6	0	2	0	-3	112
CC(=O)Nc1cc2c(cc1NC(=O)c1cnccn1)OCCO2	4	-3	-9	4	-1.6	2	-5	-9	9	x
CCC12CC3CC(C1)CC(C(=O)NNC(N)=O)(C3)C2	-5	-9	-18	0	-2.6	-1	2	-11	13	113
CN(C(=O)CSc1nc2ccccc2o1)C1CCCCC1	-4	-3	3	-1	-1.7	-2	-3	5	11	99
Cc1ccccc1CSc1nnc(NC(=O)C2COc3ccccc3O2)s1 (configuration not stated)	8	-1	-2	1	2.8	1	-1	-13	-15	x
Cc1cccc(NC(=O)CCS(=O)(=O)c2cccc3nsnc23)c1C	0	-4	-4	-1	-2.7	-3	0	9	16	97
COc1ccc(C)cc1CN(C)c1ccc(S(=O)(=O)N2CCN(C)CC2)cn1	3	-6	1	0	-1.1	-2	2	10	7	114
Clc1ccc(-n2nnc(-c3cccnc3Cl)n2)cn1	8	0	-7	-3	-0.4	5	0	0	2	104

Some of the entries so far, with values under each structure.
Fields – Arrestin-AP2 inh | PKA-R2B act | PKA-R1A activ | DAGLB inh | OPRM1-OPRD1 ag | HTR5A ag ctr | V-ATPase pHluor | HTR5A inv ctr | MOR-DOR inv ag | Pemphigus Ab inh
COc1cc(NC(=S)NCCCN2CCOCC2)cc(OC)c1OC
 : -5 | 2 | 4 | 0 | -0.8 | -1 | 7 | 6 | 4 | 80
COc1ccc(F)cc1C1=CC(=O)C[C@H](c2ccc3c(c2)OCO3)C1
 : 17 | -8 | -2 | -7 | -1.0 | -3 | 6 | 12 | 5 | 98
C[C@H](NC(=O)c1nc[nH]c1C(=O)N[C@@H](Cc1ccccc1)C(=O)OCc1ccccc1)c1ccccc1
 : 3 | 6 | 8 | 0 | 1.9 | 4 | -2 | -11 | -11 | 99
CC(OC(=O)c1nn(C(C)C)c(=O)c2ccccc12)C(=O)Nc1ncc(Cl)cc1Cl (configuration not stated)
 : 61* | -6 | -2 | -2 | -2.2 | -4 | 1 | -12 | 12 | 121
CCCCOc1ccc(C(=O)NCC(=O)NCc2ccncc2)cc1
 : -12 | 3 | -9 | 0 | 0.6 | -1 | 0 | 2 | -3 | 118
O=C(CCn1cnc2ccccc2c1=O)Nc1nc2c(s1)CCCC2
 : -7 | -5 | -7 | 4 | -1.7 | -3 | 5 | 5 | 10 | 100
CCNS(=O)(=O)c1cccc(C(=O)c2c(C)cc3ccccn23)c1
 : -3 | -12 | -1 | 0 | 0.1 | 4 | 4 | 1 | -1 | 105
COc1ccccc1N(CN1CCCC1=O)C(=O)COc1ccccc1
 : 23 | 11 | 0 | -1 | -4.3 | 5 | -4 | -13 | 20 | 100
O=[N+]([O-])c1cccc(C(=S)N2CCN(c3ccccc3F)CC2)c1
 : 6 | -2 | -11 | -5 | -0.1 | -3 | 3 | 8 | 0 | 96
CCc1ccc2c(c1)C(O)(CC(=O)c1cccs1)C(=O)N2 (configuration not stated)
 : 2 | -7 | -10 | 0 | -0.9 | 0 | -1 | -1 | 4 | 120
